Screening data (PubChem)
KCNQ2 inh – KCNQ2 channel blockers in CHO-K1 cells – cell-based, FluxOR thallium flux, B-score, primary screen (AID 2156) | O88943 | 20 min; hits give low values | B-score at 10 µM | 310,000 tested, 1.1% active;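 active = fluorescence ratio B-score at most minus 3 library SDs, with starting brightness B-score within 2 library SDs, cut at about -5.5 in these data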
Kir21 inh – inhibitors of mouse Kir2.1 inward-rectifier potassium channel. P35561. HEK293-Kir2.1, FluxOR thallium flux fluorescence; hits give low values. B-score at 10 µM. 310,000 tested, 0.85% active;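 active = fluorescence ratio B-score at or below minus 3 SD of library scores, with starting-brightness B-score within 2 SD, cut at about -4.2 in these data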;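 note: channel flux triggered by added potassium and thallium sulfate stimulus; B-score of peak minus minimum fluorescence over baseline after thallium stimulus; more negative B-score means stronger Kir2.1 block with less thallium influx; some compounds called inactive have numbers as strong as hits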
Target sequence (P35561 whole entry, looked up): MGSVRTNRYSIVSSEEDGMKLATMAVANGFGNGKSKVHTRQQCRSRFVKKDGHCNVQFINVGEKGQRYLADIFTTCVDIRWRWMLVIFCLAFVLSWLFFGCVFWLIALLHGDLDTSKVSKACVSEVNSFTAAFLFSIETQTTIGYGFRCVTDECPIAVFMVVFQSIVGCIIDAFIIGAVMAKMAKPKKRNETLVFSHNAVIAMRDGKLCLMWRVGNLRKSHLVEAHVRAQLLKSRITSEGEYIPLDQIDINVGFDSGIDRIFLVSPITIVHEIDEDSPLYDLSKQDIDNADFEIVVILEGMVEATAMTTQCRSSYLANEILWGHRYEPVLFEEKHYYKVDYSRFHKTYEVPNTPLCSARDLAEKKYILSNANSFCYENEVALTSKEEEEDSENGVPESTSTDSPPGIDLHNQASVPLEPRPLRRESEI
STK33 inh – inhibitors of human STK33 kinase; Q9BYT3; purified STK33, MBP phosphorylation, ADP-Glo luminescence; inhibition, % at 10 µM; 320,000 tested, 0.073% active; AID 2661;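 active = inhibition at or above 25%, using the most active replicate where run in duplicate; inactive = inhibition below 25%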
Target sequence (Q9BYT3 whole entry, looked up): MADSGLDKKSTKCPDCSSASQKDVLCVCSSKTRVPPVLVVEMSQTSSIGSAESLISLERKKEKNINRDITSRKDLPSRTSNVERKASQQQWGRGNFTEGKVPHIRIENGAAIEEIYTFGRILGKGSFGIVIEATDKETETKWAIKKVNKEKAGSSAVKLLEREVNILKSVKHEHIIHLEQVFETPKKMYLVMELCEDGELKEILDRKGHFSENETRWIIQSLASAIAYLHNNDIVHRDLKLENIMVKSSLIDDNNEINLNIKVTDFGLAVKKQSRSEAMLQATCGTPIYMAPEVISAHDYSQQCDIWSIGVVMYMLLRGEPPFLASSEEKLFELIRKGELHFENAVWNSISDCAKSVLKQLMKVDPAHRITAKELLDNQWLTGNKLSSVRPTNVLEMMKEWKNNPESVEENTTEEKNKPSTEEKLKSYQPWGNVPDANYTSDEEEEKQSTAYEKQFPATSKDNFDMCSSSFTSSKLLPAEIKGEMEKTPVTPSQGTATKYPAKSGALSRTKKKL
An asterisk follows results filed as active. Random draw from the library; overall some 1.9% were active at least once.

Screening CSc1nnc2c(n1)OC(C)N(C(=O)c1ccccc1)c1ccccc1-2 (configuration not stated) returned KCNQ2 inh inactive, Kir21 inh 0.99 and STK33 inh -1.9.
Cc1ccc(S(=O)(=O)C2C(=O)N(C)C3(C)CC2c2ccccc2O3)cc1C (configuration not stated) was read as KCNQ2 inh inactive, Kir21 inh -0.55 and STK33 inh 7.2.
Screening CC1(C)CC(=O)C=C(Nc2ccc(C(=O)O)cc2)C1 returned KCNQ2 inh inactive, Kir21 inh -0.65 and STK33 inh -0.7.
`COCCNC(=S)N1CCC(NC(=O)Nc2ccc(C)cc2)CC1` gave KCNQ2 inh inactive, Kir21 inh -1.6 and STK33 inh -0.8.
Screening O=C(c1cccc([N+](=O)[O-])c1)N1CCCC(C(=O)N2CCN(c3ccccc3)CC2)C1 (configuration not stated) returned KCNQ2 inh inactive, Kir21 inh 0.9 and STK33 inh -2.3.
For CCc1nnc(NC(=O)C2CCCN2C(=O)Nc2ccc(Cl)cc2)s1 (configuration not stated) the results were KCNQ2 inh inactive, Kir21 inh 0.73 and STK33 inh -1.1.
Screening N#CCCN(CCC#N)S(=O)(=O)c1ccc(C(=O)Nc2nnc(C3=COCCO3)o2)cc1 returned KCNQ2 inh inactive, Kir21 inh 1 and STK33 inh 0.4.
Cc1cccc(Nc2nc(N)nc(CN3CCC(C(N)=O)CC3)n2)c1C was read as KCNQ2 inh inactive, Kir21 inh -2.3 and STK33 inh -0.2.
O=C(NCCCn1ccnc1)/C(=C\c1cccs1)NC(=O)c1cccs1 was read as KCNQ2 inh inactive, Kir21 inh -1.5 and STK33 inh -1.9.
COc1ccc(Nc2cc(C(=O)NCCCN3CCN(C)CC3)c3ccccc3n2)cc1 was read as KCNQ2 inh inactive, Kir21 inh 1.4 and STK33 inh 8.8.
For COC(=O)c1oc2ccccc2c1NC(=O)CN1CCCC1 the results were KCNQ2 inh inactive, Kir21 inh -0.37 and STK33 inh -6.5.
c1ccc2[nH]c(CSc3nccs3)nc2c1 was read as KCNQ2 inh inactive, Kir21 inh 0.13 and STK33 inh -1.2.
O=C(NCC(=O)N(c1cccc(F)c1)C(C(=O)NC1CCCC1)c1ccncc1)c1ccco1 (configuration not stated) was read as KCNQ2 inh inactive, Kir21 inh 0.98 and STK33 inh -0.7.
Cc1oc(-c2ccc(Cl)cc2)nc1CS(=O)CC(=O)NC1CC1 (configuration not stated) was read as KCNQ2 inh inactive, Kir21 inh 0.03 and STK33 inh -2.8.
Screening CCOC(=O)c1sc2nc(C)nc(NCc3ccc(Cl)cc3)c2c1C returned KCNQ2 inh inactive, Kir21 inh 1.8 and STK33 inh -2.5.

Four compounds picked at random from those above, as already listed:
For CCc1nnc(NC(=O)C2CCCN2C(=O)Nc2ccc(Cl)cc2)s1 (configuration not stated) the results were KCNQ2 inh inactive, Kir21 inh 0.73 and STK33 inh -1.1.
c1ccc2[nH]c(CSc3nccs3)nc2c1 was read as KCNQ2 inh inactive, Kir21 inh 0.13 and STK33 inh -1.2.
O=C(NCCCn1ccnc1)/C(=C\c1cccs1)NC(=O)c1cccs1 was read as KCNQ2 inh inactive, Kir21 inh -1.5 and STK33 inh -1.9.
Cc1cccc(Nc2nc(N)nc(CN3CCC(C(N)=O)CC3)n2)c1C was read as KCNQ2 inh inactive, Kir21 inh -2.3 and STK33 inh -0.2.

Other results follow:
N#CC1(c2ccccc2)CCCN1C(=O)c1ccc(Br)cc1 (configuration not stated) was read as KCNQ2 inh inactive, Kir21 inh -1.3 and STK33 inh -0.3.
`O=C(Nc1ccc(F)cc1)N1CCCN(c2nccc(C(F)(F)F)n2)CC1` gave KCNQ2 inh inactive, Kir21 inh -0.43 and STK33 inh -1.7.
Screening Cc1ccc(S(=O)(=O)N2Cc3ccccc3CC2C(=O)Nn2cnnc2)cc1 (configuration not stated) returned KCNQ2 inh inactive, Kir21 inh 1.2 and STK33 inh -4.2.
Screening COc1ccc(Nc2nc(-c3ccccc3F)nc3ccccc23)cc1OC returned KCNQ2 inh inactive, Kir21 inh 1.6 and STK33 inh 2.0.
`CC(C)(C)NC(=O)C(=O)NNC(=O)c1cccc(F)c1` gave KCNQ2 inh inactive, Kir21 inh -0.34 and STK33 inh -1.0.
COc1ccc(C=O)cc1CSc1nnc(COc2cccc3cccnc23)o1 was read as KCNQ2 inh inactive, Kir21 inh -4.9* and STK33 inh -0.1.
Screening COc1ccc(CN2CC[C@H]3C=CC[C@@H](C(=O)N4CCOCC4)[C@H]3C2=O)cc1OC returned KCNQ2 inh inactive, Kir21 inh 2.8 and STK33 inh -3.3.
`O=C1C=C(Nc2ccc(Cl)cc2)CC(c2ccco2)C1` (configuration not stated) gave KCNQ2 inh inactive, Kir21 inh 2.9 and STK33 inh -0.5.
`COc1ccc2nc(CNC(=O)C3CCC(=O)N(CCc4ccccc4)C3)[nH]c2c1` (configuration not stated) gave KCNQ2 inh inactive, Kir21 inh -0.8 and STK33 inh -0.8.
Screening O=C(Nc1ccnn1C1CCN(Cc2ccc(F)cc2)CC1)C1CC1 returned KCNQ2 inh inactive and Kir21 inh 1.1.
O=C(NCC1OCCc2ccccc21)c1ccc(NC(=O)c2ccc(Cl)cc2Cl)cc1 (configuration not stated) was read as KCNQ2 inh inactive, Kir21 inh -0.64 and STK33 inh 0.9.
For O=[N+]([O-])c1cccc(/C=C/c2ccncc2)c1 the results were KCNQ2 inh inactive, Kir21 inh -1 and STK33 inh 1.3.
For CCOP(=O)(OCC)C(NC(=O)/C=C/c1ccc(OC)cc1)c1ccccc1 (configuration not stated) the results were KCNQ2 inh inactive, Kir21 inh -1.6 and STK33 inh -0.7.
For CC(C)COc1ccc(/C(=N/O)c2ccccc2)cc1 the results were KCNQ2 inh inactive, Kir21 inh 1.7 and STK33 inh 1.0.
`Cc1cc(C(=O)COC(=O)C2=NNC(=O)CC2)c(C)n1-c1cccc(C(F)(F)F)c1` gave KCNQ2 inh inactive, Kir21 inh 1.8 and STK33 inh 1.0.
For COc1ccccc1C(=O)NCCC(=O)N(C)CC(=O)Nc1ccc(C)cc1 the results were KCNQ2 inh inactive, Kir21 inh 0.11 and STK33 inh -0.8.
`O=C(COC(=O)c1cc(-c2ccccn2)nc2ccccc12)Nc1ncc(C(F)(F)F)cc1Cl` gave KCNQ2 inh inactive, Kir21 inh -0.66 and STK33 inh -0.4.
Screening CCN(C(=O)COC(=O)c1cccc(S(=O)(=O)N(CC)CC)c1)C1CCS(=O)(=O)C1 (configuration not stated) returned KCNQ2 inh inactive, Kir21 inh 0.33 and STK33 inh 1.6.
Screening CCCCn1c(=O)c(CCC(=O)OCC(=O)NCc2ccc(OC)c(OC)c2)nc2ccccc21 returned KCNQ2 inh inactive, Kir21 inh -1.3 and STK33 inh 0.9.
COc1ccc(Cl)cc1C(=O)NCC(=O)OCc1ccccc1 was read as KCNQ2 inh inactive, Kir21 inh -1.1 and STK33 inh -0.9.
For Cc1ccc(Cn2c(O)c(N=O)c3ccccc32)cc1 the results were KCNQ2 inh -6.7*, Kir21 inh -2.3 and STK33 inh -0.7.
Screening O=C(CN1C(=O)NC2(CCCCC2)C1=O)Nc1ccccc1N1CCCC1 returned KCNQ2 inh inactive, Kir21 inh -0.16 and STK33 inh 2.0.
Screening Cc1[nH]c2ccccc2c1C(=O)COc1ccccc1F returned KCNQ2 inh inactive, Kir21 inh -1.5 and STK33 inh 0.0.
`COc1cccc(C2C(C#N)=C(N)N(N(C)C)C3=C2C(=O)CC(C)(C)C3)c1OC` (configuration not stated) gave KCNQ2 inh inactive, Kir21 inh 1.6 and STK33 inh 1.4.
CCOC(=O)Cc1csc(NC(=O)/C=C/c2ccc(Cl)cc2)n1 was read as KCNQ2 inh inactive, Kir21 inh 3 and STK33 inh -3.7.
For Cc1cc(NC(=O)CN2CCCCC2)no1 the results were KCNQ2 inh inactive, Kir21 inh -0.25 and STK33 inh -1.2.
CCOC(=O)c1cc(NC(=O)NCc2ccco2)c(C)nc1C was read as KCNQ2 inh inactive, Kir21 inh 0.03 and STK33 inh -0.7.
CC1CCN(C(=O)CN(c2ccc(Oc3ccccc3)cc2)S(C)(=O)=O)CC1 was read as KCNQ2 inh inactive, Kir21 inh -1.7 and STK33 inh -1.1.
Screening CC1(C)CC(=O)C=C(Nc2cccc(Cl)c2Cl)C1 returned KCNQ2 inh inactive, Kir21 inh -0.01 and STK33 inh 0.2.
Screening Cc1cccc(C)c1OCc1cc(C(=O)N2CCN(c3ccccc3)CC2C)no1 (configuration not stated) returned KCNQ2 inh -7.1*, Kir21 inh -1 and STK33 inh 0.3.
COc1ccc(OCc2cc(C(=O)NCc3nc(C)cs3)no2)c(Cl)c1 was read as KCNQ2 inh inactive, Kir21 inh 0.42 and STK33 inh 0.7.
For Cc1ccc(S(=O)(=O)N(C)c2ccc3c(ncn3C)c2[N+](=O)[O-])cc1 the results were KCNQ2 inh inactive, Kir21 inh 1.6 and STK33 inh 6.6.
For CCOc1ccc(Nc2n[nH]c(=S)s2)cc1 the results were KCNQ2 inh inactive, Kir21 inh -1.4 and STK33 inh 1.3.
Screening O=C(NC1CC2CCC1C2)c1ccc(CN2CCOCC2)cc1 (configuration not stated) returned KCNQ2 inh inactive, Kir21 inh 1.7 and STK33 inh -0.2.
Screening COC(=O)c1cc(NS(=O)(=O)c2ccc(NCc3cccnc3)c(N)c2)cc(C(=O)OC)c1 returned KCNQ2 inh inactive, Kir21 inh 0.76 and STK33 inh 0.4.
For COc1ccc2cc3cc(C(=O)Nc4ccccc4N4CCN(C)CC4)oc3nc2c1 the results were KCNQ2 inh inactive, Kir21 inh 1.2 and STK33 inh 3.4.
COc1ccccc1-c1nnc(SCC(=O)Nc2c(Cl)cccc2Cl)o1 was read as KCNQ2 inh inactive, Kir21 inh -0.88 and STK33 inh -1.1.
`COc1cccc(C(c2nnnn2CCc2ccccc2)N2CCN(c3ccccc3)CC2)c1OC` (configuration not stated) gave KCNQ2 inh -6.7*, Kir21 inh 0.11 and STK33 inh -2.2.
For C=C(C)CNC(=S)NNC(=O)c1ccco1 the results were KCNQ2 inh inactive, Kir21 inh 1 and STK33 inh 0.0.
Screening NC(=O)COC(=O)c1cc(Cl)cc(Cl)c1N returned KCNQ2 inh inactive, Kir21 inh 0.02 and STK33 inh 0.3.
CC(=C/c1ccco1)/C=N/N1CCN(c2ccccc2)CC1 was read as KCNQ2 inh inactive, Kir21 inh -0.05 and STK33 inh -0.4.
For COc1cc2c(cc1N/C=C(\C#N)c1nc(-c3ccc(F)cc3)cs1)oc1ccccc12 the results were KCNQ2 inh inactive, Kir21 inh 0.66 and STK33 inh -3.2.
Screening Cc1cccc(OCC(=O)Nc2ccc3c(c2)OCO3)c1C returned KCNQ2 inh inactive, Kir21 inh 0.07 and STK33 inh 0.0.
For CN(Cc1cccs1)C(=O)CNC(=O)c1ccco1 the results were KCNQ2 inh inactive, Kir21 inh 0.02 and STK33 inh 6.2.
`COCCN1C(=O)c2cc(C(=O)Nc3ccc(OC)c(OC)c3)ccc2C1Nc1ccc(OC)c(OC)c1` (configuration not stated) gave KCNQ2 inh inactive, Kir21 inh 0.03 and STK33 inh -1.7.
`COc1ccc(-c2ccc(/C=C(\NC(=O)c3ccccc3)C(=O)N3CCOCC3)o2)cc1` gave KCNQ2 inh inactive, Kir21 inh 0.69 and STK33 inh 0.4.
Screening Clc1ccc(Oc2nc3ccccc3n3cccc23)cc1 returned KCNQ2 inh inactive, Kir21 inh 1.8 and STK33 inh 0.3.
O=C(NC1CCCN(Cc2ccc(Cl)cc2)C1)c1ccccc1-c1ncc[nH]1 (configuration not stated) was read as KCNQ2 inh inactive and Kir21 inh -1.1.
CCn1c(NC(C)=O)nc2ccccc21 was read as KCNQ2 inh inactive, Kir21 inh -0.87 and STK33 inh 1.0.
CC(NC(=O)c1ccccc1)c1nnc(SCc2nc3ccccc3c(=O)[nH]2)n1C (configuration not stated) was read as KCNQ2 inh inactive, Kir21 inh -0.02 and STK33 inh 0.2.
CCc1nnc(NC(=O)CCn2cnc3ccccc3c2=O)s1 was read as KCNQ2 inh inactive, Kir21 inh -0.02 and STK33 inh 1.1.
`CC(C)N1CCN(Cc2cc3ccccc3[nH]2)CC1CCO` (configuration not stated) gave KCNQ2 inh inactive, Kir21 inh 0.02 and STK33 inh -1.4.
Screening Cc1ccc(S(=O)(=O)CNC(=S)c2cccc(C)c2)cc1 returned KCNQ2 inh inactive, Kir21 inh -1.4 and STK33 inh 0.3.
For CCN1CCCC1CNCc1ccc(OCc2ccc(Cl)nc2)c(OC)c1 (configuration not stated) the results were KCNQ2 inh inactive, Kir21 inh 0.34 and STK33 inh -0.5.

Molecules above containing a nitro group on carbon:
Screening O=C(c1cccc([N+](=O)[O-])c1)N1CCCC(C(=O)N2CCN(c3ccccc3)CC2)C1 (configuration not stated) returned KCNQ2 inh inactive, Kir21 inh 0.9 and STK33 inh -2.3.
For O=[N+]([O-])c1cccc(/C=C/c2ccncc2)c1 the results were KCNQ2 inh inactive, Kir21 inh -1 and STK33 inh 1.3.
For Cc1ccc(S(=O)(=O)N(C)c2ccc3c(ncn3C)c2[N+](=O)[O-])cc1 the results were KCNQ2 inh inactive, Kir21 inh 1.6 and STK33 inh 6.6.
